# CHO-K1 Ca antag: nonselective inhibitor or artifact in parental CHO-K1 cells; inhibition, % at 3 µM; ATP-induced calcium, Fluo-8 fluorescence; 360,000 tested, 0.6% active;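 active = inhibition above a per-plate cutoff, the plate's mean sample inhibition plus 3 SD, cut at about 24% in these data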;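 also: 0% = DMSO plus EC80 ATP and 100% = DMSO alone without ATP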
# M1 antag: antagonists of human M1 muscarinic receptor; CHO-K1 hM1, Fluo-8 calcium fluorescence, ACh EC80 antagonist; inhibition, % at 3 µM; 360,000 tested, 1.3% active; AID 588852;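 active = percent inhibition above its own plate's cutoff, namely the mean of that plate's compound wells plus 3 SD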;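 also: peak over basal fluorescence ratio during 140 s after agonist addition; 0% = ACh EC80 plus DMSO and 100% = DMSO alone without agonist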
# TAAR1 antagonist: human TAAR1 antagonism; Q96RJ0; CHO RD-HGA16 TAAR1, Fluo-8 calcium fluorescence, antagonist; inhibition, % at 3 µM; 360,000 tested, 1.5% active;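 active = inhibition above a per-plate cutoff, the mean inhibition of test compounds on that plate plus 3 SD, cut at about 49% in these data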;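 also: 0% = DMSO plus EC80 beta-PEA response and 100% = DMSO alone without agonist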
# Target sequence (Q96RJ0 whole entry, looked up): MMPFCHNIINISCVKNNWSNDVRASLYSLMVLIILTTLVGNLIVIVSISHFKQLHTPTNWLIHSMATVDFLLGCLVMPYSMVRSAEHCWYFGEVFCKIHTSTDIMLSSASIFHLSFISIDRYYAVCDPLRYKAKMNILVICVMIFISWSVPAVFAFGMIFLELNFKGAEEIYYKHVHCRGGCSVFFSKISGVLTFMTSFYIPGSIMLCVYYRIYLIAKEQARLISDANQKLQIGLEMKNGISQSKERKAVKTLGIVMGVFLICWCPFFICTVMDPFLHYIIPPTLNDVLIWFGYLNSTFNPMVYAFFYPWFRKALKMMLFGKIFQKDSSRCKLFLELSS
#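 Assay system: CHO-derived RD-HGA16 cells stably expressing human TAAR1 plus Gα16. Timing: 140 s kinetic read after compound, 140 s after agonist. Technique: kinetic Fluo-8 calcium fluorescence measurement. Measure: % inhibition of agonist calcium response.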
# CHO parental Ca: counter-screen for OX1R antagonists: effect in parental CHO cells | 330,000 tested, 0.63% active | parental CHO-K1, ATP-induced calcium, Fluo-8 fluorescence | inhibition, % at 5.6 µM;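 active = inhibition above that plate's mean sample inhibition plus 3 SD, cut at about 26% in these data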;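 also: 0% = ATP-challenged DMSO wells and 100% = DMSO wells without ATP; some compounds past the cut are filed as inactive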
#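 Assay system: parental CHO cells; Read-out basis: percent inhibition of ATP-evoked calcium rise, normalized to controls; Benchmarks: ATP and no-ATP DMSO wells; Compound dosing: single nominal dose of 5.6 µM per compound; Signal: Fluo-8 calcium dye fluorescence; Also added: ATP as calcium-mobilizing challenge; Repeats: singlicate.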
# M1 PAM parental: counter-screen for M1 PAMs: effect in parental CHO-K1 cells. ATP EC20, Fluo-8 calcium fluorescence; 0% at ATP EC20, 100% at ATP max. activation, % at 3 µM. 360,000 tested, 0.02% active. AID 602247;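 active = activation above the run cutoff, the mean activation of all test compounds plus 3 SD, cut at about 40% in these data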;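 also: peak over basal fluorescence ratio in a 140 s read after ATP addition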
# CHRM1 agonist: activates human CHRM1 receptor. P11229. CHO-K1 hM1, Fluo-8 calcium fluorescence, agonist mode; 0% DMSO, 100% acetylcholine EC100. 360,000 tested, 0.33% active. activation, % at 3 µM;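 active = activation above the run's mean compound activation plus 3 SD, cut at about 16% in these data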;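 also: peak over basal fluorescence ratio within a 140 s kinetic read after compound addition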
# M1 ag parental: counter-screen for M1 agonists: effect in parental CHO-K1 cells | Fluo-8 calcium fluorescence; scaled to maximal ATP response, vehicle zero | activation, % at 3 µM | 360,000 tested, 0.48% active | AID 602248; in the data active = activation above about 15%;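 also: untransfected CHO-K1 host cells lacking M1 receptor as counterscreen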
# TAAR1 ag: agonists of human TAAR1 | Q96RJ0 | CHO RD-HGA16 TAAR1, Fluo-8 calcium fluorescence; vehicle wells 0%, saturating PEA agonist 100% | activation, % at 3 µM | 360,000 tested, 0.99% active | AID 624467;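 active = activation above the mean activation of all test compounds in the run plus 3 SD, cut at about 38% in these data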
#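 Test system: RD-HGA16 (CHO) cells co-expressing Gα16 and hTAAR1 | Doses: Single dose, 3 µM | Schedule: 17-24 h seeding, 75 min 37 °C dye, 30 min RT | Evaluation: % activation from peak over basal fluorescence ratio, DMSO-to-PEA scaled | Technique: Kinetic Fluo-8 calcium fluorescence | Benchmarks: Low control DMSO, high control PEA (EC100)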
# OXTR potentiator: human OXTR potentiation; P30559; CHO-OTR cells, Fluo-8 calcium fluorescence, potentiator mode; 0% = oxytocin EC15, 100% = EC100; activation, % at 3 µM; 320,000 tested, 0.061% active;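 active = activation above that plate's cutoff, the mean activation of tested compounds plus 3 SD, cut at about 6.6% in these data, passing the limit was not always enough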;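 also: 100% uses oxytocin at 75 nM as the full agonist control; some results filed as inactive read as strong as hits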
# Target sequence (P30559 whole entry, looked up): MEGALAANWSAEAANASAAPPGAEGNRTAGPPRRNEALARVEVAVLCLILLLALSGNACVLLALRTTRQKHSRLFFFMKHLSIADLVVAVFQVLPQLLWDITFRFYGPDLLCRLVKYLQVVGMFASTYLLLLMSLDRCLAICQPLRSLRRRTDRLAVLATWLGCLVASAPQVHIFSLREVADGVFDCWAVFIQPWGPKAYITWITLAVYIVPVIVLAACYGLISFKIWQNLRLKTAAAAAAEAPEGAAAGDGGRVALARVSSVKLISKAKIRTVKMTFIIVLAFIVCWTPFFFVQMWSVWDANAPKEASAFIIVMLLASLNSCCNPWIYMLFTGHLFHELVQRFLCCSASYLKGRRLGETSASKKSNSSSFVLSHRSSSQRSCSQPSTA
#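 test system = CHO-OTR cells, human receptor | compound = single-point 3.0 µM | schedule = 6 min compound pre-incubation at room temperature, 100 s kinetic read | signal = Fluo-8 no-wash calcium dye fluorescence, excitation 470-495 nm, emission 515-575 nm | repeats = single well per compound, singlicate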
# * marks the source's active call; other numbers are inactive results; · = not tested or not shown.
(1) COc1ccccc1NC(=O)C1=C(C)NC(=O)NC1c1ccccc1[N+](=O)[O-] (stereo not given)
(2) COc1cccc(NC(=O)CN(C)C(=O)c2ccccn2)c1
(3) Cc1ccc(S(=O)(=O)/N=C2/NC(=O)/C(=C/c3ccccn3)S2)cc1
(4) Cc1oc(/N=C/c2ccccc2O)c(C#N)c1C
(5) CC1(c2ccccc2)NC(=O)N(CC(=O)Nc2ccccc2N2CCCC2)C1=O (stereo not given)
(6) Cc1ccc(S(=O)(=O)N(CC(=O)NCc2cccnc2)C2CCCCC2)cc1
(7) CCCCC(=O)Nc1ccc(Br)cc1C(=O)O
(8) O=C(NCCCN1CCOCC1)Nc1ccc(Cc2ccc(NC(=O)NCCCN3CCOCC3)cc2)cc1
Compound	1	2	3	4	5	6	7	8
CHO-K1 Ca antag	-8	-5	-4	-3	13	-6	-12	12
M1 antag	-5	4	-5	-3	-2	-10	-4	9
TAAR1 antagonist	-2	-3	7	9	17	1	19	-25
CHO parental Ca	-3	-2	-2	-3	-3	-35	-14	-8
M1 PAM parental	9	-5	9	1	-30	5	-4	-7
CHRM1 agonist	-5	0	-3	-2	16*	-15	-1	-13
M1 ag parental	0.3	-0.2	0.3	2.1	3.2	0.5	0.3	-0.2
TAAR1 ag	2	4	0	15	12	6	-1	0
OXTR potentiator	0	-3	-2	6	-22	-5	-21	-4

(9) CCN(CC(=O)Nc1cc(Cl)ccc1C)C(=O)CSCc1c(C)noc1C
(10) O=C1OCc2ccc(NC(=O)c3sccc3Cl)cc21
(11) COc1ccc(CCc2nnc(CCC(=O)NCc3cnn(-c4ccccc4C)c3)o2)cc1
(12) O=C(O)c1ccc2c(c1)C(=O)N(Cc1ccc3c(c1)OCO3)C2=O
(13) Cc1ccccc1CNC(=O)CCC(=O)N1CCOc2ccc(Cl)cc21
(14) C=CCc1ccccc1OCC(O)Cn1ccnc1C (stereo not given)
(15) Cc1noc(C)c1NC(=O)Nc1cccc2c1O[C@@H](CN(C)C)[C@@H](C)CN([C@H](C)CO)C2=O
(16) Cc1sc(NC(=O)/C=C/c2ccco2)c(C(=O)O)c1C
Compound	9	10	11	12	13	14	15	16
CHO-K1 Ca antag	10	-6	-3	1	-13	-5	-8	-9
M1 antag	4	-12	-3	-4	-3	4	5	-16
TAAR1 antagonist	-4	-8	-4	-3	-16	-2	2	-9
CHO parental Ca	-9	-2	-16	13	-11	-12	-6	-2
M1 PAM parental	-17	24	16	9	22	6	9	16
CHRM1 agonist	1	-2	-6	-5	-6	-9	-3	-3
M1 ag parental	0.5	1.3	1.3	0.2	1.1	1.5	0.3	0.6
TAAR1 ag	2	3	0	14	-1	7	10	5
OXTR potentiator	-7	-3	-14	11*	-4	-3	-2	0

(17) CNc1ncc(-c2nnnn2-c2ccccc2)c(-c2ccccc2)n1
(18) COc1ccc(CC(=O)NCc2ccc3c(c2)cc(C)n3C)cc1
(19) CNC(C)C(=O)NC(C(=O)N1CCCC1C(=O)NC1CCCc2ccccc21)C(C)C (stereo not given)
(20) COc1ccc(-c2cc(C(F)(F)F)n3nc(C(=O)N4CCN(C(=O)c5ccco5)CC4)cc3n2)cc1
(21) Cc1cc(C)c(C(=O)Nc2ccc(S(=O)(=O)Nc3ccccn3)cc2)c(C)c1
(22) CCCn1c(SCc2nc3sc(C)c(C)c3c(=O)[nH]2)nc2ccccc2c1=O
(23) CN(CC(=O)NCCCc1ccccc1)Cc1ccc(Br)cc1
(24) Cc1ccn2cc(CCNC(=O)Cc3cccs3)nc2c1
Compound	17	18	19	20	21	22	23	24
CHO-K1 Ca antag	4	-8	-14	-9	-3	-11	-13	-1
M1 antag	-11	13	-3	-11	-13	1	-7	0
TAAR1 antagonist	-5	4	2	23	-3	-15	-5	-11
CHO parental Ca	-11	-3	-12	-15	-1	-21	-18	-6
M1 PAM parental	-7	-15	16	28	3	26	17	-1
CHRM1 agonist	-5	-3	-5	-7	-1	-6	-4	-12
M1 ag parental	0.8	0.0	0.4	2.0	1.2	1.2	-0.9	-0.3
TAAR1 ag	4	0	6	2	-1	3	-2	1
OXTR potentiator	-2	-10	-4	-3	12	2	-9	-7

(25) O=C1CC(C(=O)Nc2ncccn2)C(c2ccccc2)O1 (stereo not given)
(26) O=Cc1c(Cl)cccc1Cl
(27) COc1ccc(C(=O)OCC(=O)NCC2CCCO2)c(F)c1 (stereo not given)
(28) COCc1ccc(C(=O)N2CCCC(CNC(=O)c3ccc(F)cc3)C2)o1 (stereo not given)
(29) O=C(Nc1ccccc1)/C(=C\c1cccs1)NC(=O)c1ccccc1
(30) C=CCN1C(=O)c2ccccc2Sc2ccc(C(=O)N3CCN(C)CC3)cc21
(31) Cc1ccc(C2(C)NC(=O)N(CC(=O)NNC(=O)c3ccccc3F)C2=O)cc1 (stereo not given)
(32) Cc1ccc(C(=O)Nc2ccc3ccccc3n2)cc1
Compound	25	26	27	28	29	30	31	32
CHO-K1 Ca antag	-2	-4	-14	6	-6	14	0	9
M1 antag	-6	16	-9	-1	-8	3	13	-12
TAAR1 antagonist	6	-21	1	-1	-11	-2	-1	-28
CHO parental Ca	2	-10	-12	1	-3	-32	-7	-9
M1 PAM parental	15	-7	13	-11	17	-3	-11	-26
CHRM1 agonist	-4	-1	-3	-1	2	-6	-4	-1
M1 ag parental	0.2	0.0	0.4	0.8	1.8	-0.1	0.2	0.3
TAAR1 ag	3	4	3	1	2	13	3	10
OXTR potentiator	-5	-1	-2	-10	-5	6	-3	-4

# Just OXTR potentiator, M1 PAM parental and TAAR1 antagonist (4 entries from above):
cpd	Compound	OXTR potentiator	M1 PAM parental	TAAR1 antagonist
27	COc1ccc(C(=O)OCC(=O)NCC2CCCO2)c(F)c1 (stereo not given)	-2	13	1
32	Cc1ccc(C(=O)Nc2ccc3ccccc3n2)cc1	-4	-26	-28
31	Cc1ccc(C2(C)NC(=O)N(CC(=O)NNC(=O)c3ccccc3F)C2=O)cc1 (stereo not given)	-3	-11	-1
25	O=C1CC(C(=O)Nc2ncccn2)C(c2ccccc2)O1 (stereo not given)	-5	15	6

# Carrying on:
(33) CCOC(=O)c1c(NC(=O)CCl)sc(CN(C)C)c1-c1ccccc1
(34) Cc1cc(Cl)nc(Cl)c1C(=O)NC(=O)NCCC(C)C
(35) CCOc1ccc(NC(=S)N(CCCN2CCOCC2)Cc2cn(C)c3ccccc23)cc1
(36) COc1ccccc1N(C)S(=O)(=O)c1ccc(C(=O)Nc2cc(OC)c(OC)c(OC)c2)cc1
(37) CCOc1oc(-c2ccc(OC)cc2)nc1C(F)(F)F
(38) Cn1c(-c2sc3cc(C(F)(F)F)cnc3c2-c2ccccc2)n[nH]c1=S
(39) O=C(O)c1ccc(OCCN2CCCC2=O)cc1
(40) Cc1ccc(S(=O)(=O)NC(C)(C)CN2CCNCC2)cc1
Compound	33	34	35	36	37	38	39	40
CHO-K1 Ca antag	-5	-3	-3	-12	-5	-1	-9	-20
M1 antag	-13	-3	-13	6	-10	-1	-10	3
TAAR1 antagonist	4	11	9	57*	7	-17	-27	6
CHO parental Ca	-33	-12	-7	·	-3	5	-13	-17
M1 PAM parental	29	-10	16	-1	11	3	17	1
CHRM1 agonist	-12	-5	-5	-1	-4	-1	-2	-8
M1 ag parental	3.2	-0.6	0.6	7.0	4.8	-0.1	0.1	0.6
TAAR1 ag	2	-2	5	14	9	2	1	5
OXTR potentiator	4	-25	-5	·	3	-6	-12	-3

(41) Cc1c(O)nc(SCC(=O)Nc2ccc3c4c(cccc24)CC3)n(-c2ccc(F)cc2)c1=O
(42) CN(CC(=O)Nc1ccc(Cl)c(Cl)c1)CC(=O)N1CCCCCC1
(43) O=C(CNC(=O)c1ccccc1)NCC(=O)OCc1ccccc1Cl
(44) Fc1ccc(C2CC(c3ccccc3)n3ncnc3N2)cc1 (stereo not given)
(45) CSc1nnc(COc2ccc(C)cc2)n1N
(46) CC1(C)CC(=O)C2=C(C1)N(c1ccc(F)cc1)C(=O)C2(O)C(F)(F)F (stereo not given)
(47) Cc1cc(Cl)ccc1OCC(=O)NCCCN1CCOCC1
(48) CSCCC(NC(=O)C1CCC(C)CC1)C(=O)O (stereo not given)
Compound	41	42	43	44	45	46	47	48
CHO-K1 Ca antag	5	11	-7	-7	-2	-8	-7	-14
M1 antag	-7	71*	5	-8	-6	-2	1	-11
TAAR1 antagonist	2	9	-6	0	-12	-10	12	37
CHO parental Ca	-13	·	-17	-6	-1	4	-2	-8
M1 PAM parental	15	-3	13	12	9	0	8	29
CHRM1 agonist	-10	-6	-7	-4	-3	-11	-4	-4
M1 ag parental	-0.4	2.7	-0.5	0.1	0.6	0.3	-0.1	1.3
TAAR1 ag	7	3	0	11	4	4	6	3
OXTR potentiator	-1	·	4	3	1	2	-7	1

(49) NC(=O)Cn1cnc2c(nnn2-c2ccc(F)cc2)c1=O
(50) CC(=O)Nc1ccccc1OCc1nnc(-c2ccccc2Cl)o1
(51) COc1ccc(CN2C(=O)C(CC(=O)NCCCN(C)C)CC(C(=O)N(C(C)C)C(C)C)=C2C)cc1 (stereo not given)
(52) COc1ccccc1/C=C/CN1CCC(n2nccc2NC(=O)C2CC2)CC1
(53) CCOC(=O)C1CCN(C(=O)C(C)Oc2ccc(C(=O)c3ccccc3)cc2)CC1 (stereo not given)
(54) Cn1cccc1/C=N/N1CCN(Cc2ccccc2Cl)CC1
(55) CN1CCN(C(=O)c2ccc(S(=O)(=O)N(C)c3ccccc3)cc2)CC1
(56) CC(C)CC(N)c1csc(Nc2ccc(C(=O)NCCCO)cn2)n1 (stereo not given)
(57) O=C(COc1ccccc1)NNC(=O)c1ccc(Cl)cc1
(58) CCOC(=O)c1sc(NC(=O)c2ccc(C)s2)cc1C
Compound	49	50	51	52	53	54	55	56	57	58
CHO-K1 Ca antag	-6	-3	-7	2	-15	-6	-5	-8	-13	-2
M1 antag	-19	1	-18	15	-1	-4	-3	-27	1	-15
TAAR1 antagonist	0	-6	-2	2	6	-21	-24	-20	11	13
CHO parental Ca	2	-14	·	-23	-26	-17	·	·	-9	3
M1 PAM parental	13	10	16	-9	17	11	15	6	5	14
CHRM1 agonist	-2	-2	-6	-3	-2	-3	-7	-5	-5	-4
M1 ag parental	1.7	2.6	-0.3	-0.3	4.6	0.7	0.8	0.5	4.0	1.6
TAAR1 ag	-2	2	2	0	8	-1	2	2	0	2
OXTR potentiator	5	-11	·	-1	-6	1	·	·	-4	-20
